From PubChem
MPTP inh – blocks calcium-induced mitochondrial swelling. isolated mouse mitochondria, Ca2+ swelling absorbance, 30 min. inhibition, % at 10 µM. 360,000 tested, 1.4% active. AID 602449;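 active = inhibition of 50% or more, scaled per plate between neutral and stimulator controls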;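 also: 0% = DMSO wells given calcium and 100% = 1 mM EGTA wells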
beta cell repl – MIN6 beta-cell proliferation induction | MIN6 cells proliferation, ATPlite luminescence, 48 h; cells starved in 0.2% serum; 100% = growth in 10% serum | proliferation, % at 10 µM | 330,000 tested, 0.29% active | AID 2380;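 active = compounds whose signal lies at least 3.5 SD above the mean of all wells on their plate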;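 also: 0% = DMSO-treated cells in low-serum medium and 100% = 10% serum control; some compounds called inactive have numbers as strong as hits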
hIAP block – blocks human intestinal alkaline phosphatase; AID 2544; 330,000 tested, 0.12% active; purified IAP, CDP-Star luminescence, 30 min; inhibition, % at 10 µM;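 active = inhibition reaching a set limit with compound at 10 µM in the primary screen, cut at about 35% in these data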;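 also: plate controls were DMSO wells with enzyme for no effect and no-enzyme buffer wells for full effect; values of inactives mirror those of a sister screen read the other way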
Target sequence (P09923 whole entry, looked up): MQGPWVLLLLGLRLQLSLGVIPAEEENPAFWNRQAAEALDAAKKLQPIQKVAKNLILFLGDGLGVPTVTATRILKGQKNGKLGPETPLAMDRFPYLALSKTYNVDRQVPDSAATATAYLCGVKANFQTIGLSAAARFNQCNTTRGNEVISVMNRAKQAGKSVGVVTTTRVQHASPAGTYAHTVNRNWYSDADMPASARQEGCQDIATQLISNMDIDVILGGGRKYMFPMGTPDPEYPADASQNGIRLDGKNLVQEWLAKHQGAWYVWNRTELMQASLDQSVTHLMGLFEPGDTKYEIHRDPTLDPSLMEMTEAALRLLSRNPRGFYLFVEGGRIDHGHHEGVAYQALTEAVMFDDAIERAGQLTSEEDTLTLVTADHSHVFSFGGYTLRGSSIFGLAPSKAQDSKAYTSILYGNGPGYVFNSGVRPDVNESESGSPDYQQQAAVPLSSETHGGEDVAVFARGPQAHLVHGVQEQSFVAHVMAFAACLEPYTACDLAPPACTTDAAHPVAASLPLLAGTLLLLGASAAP
mIAP block – blocks mouse intestinal alkaline phosphatase. inhibition, % at 10 µM. 330,000 tested, 0.2% active. purified mouse IAP, CDP-Star luminescence, 30 min;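 active = inhibition of at least 40% at 10 µM in the primary screen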;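 also: plate controls were DMSO with enzyme for no effect and no enzyme wells for full effect; values of inactives mirror those of a sister screen read the other way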
GRIN3A LBD mod – modulates the human NR3A ligand-binding domain | NR3A LBD differential scanning fluorimetry, Tm shift; 0% = protein alone, 100% = glycine-bound protein | Tm shift relative to glycine control, % at 25 µM | 340,000 tested, 2.5% active;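 active = melting temperature shift of at least 10% of the positive control shift, at one fixed dose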
A3G deaminase – APOBEC3G (human) deaminase inhibition | Q9HC16 | inhibition, % at 20 µM | 330,000 tested, 0.28% active | recombinant A3G, ssDNA deamination FAM/TAMRA fluorescence;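 active = inhibition of at least 40% at 20 µM, with no more than 30% in the related APOBEC3A deaminase screen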;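 also: plate controls were DMSO wells with A3G for no effect and wells lacking A3G enzyme for full effect; some compounds called inactive have numbers as strong as hits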
Target sequence (Q9HC16 whole entry, looked up): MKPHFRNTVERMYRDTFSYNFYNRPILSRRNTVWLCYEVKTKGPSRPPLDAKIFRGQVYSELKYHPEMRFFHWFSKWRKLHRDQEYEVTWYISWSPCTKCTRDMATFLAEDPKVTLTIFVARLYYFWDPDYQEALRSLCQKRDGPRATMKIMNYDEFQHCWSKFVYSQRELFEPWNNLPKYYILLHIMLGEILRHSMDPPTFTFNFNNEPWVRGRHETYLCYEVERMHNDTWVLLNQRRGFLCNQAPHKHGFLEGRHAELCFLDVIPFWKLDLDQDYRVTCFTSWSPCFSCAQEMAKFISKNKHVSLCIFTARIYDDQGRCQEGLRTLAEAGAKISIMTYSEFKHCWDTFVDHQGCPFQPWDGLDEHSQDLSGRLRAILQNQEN
mIAP act – increases mouse intestinal alkaline phosphatase activity; activation factor at 10 µM; 330,000 tested, 0.24% active; muIAP, CDP-Star luminescence, 30 min; stronger effect = higher value; 1 = vehicle-only enzyme signal, 0 = enzyme-free wells;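 active = activation factor of at least 2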; also: the source names both 10 and 20 µM as test concentration; values of inactives mirror those of a sister screen read the other way
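also added = chemiluminescent substrate CDP-Star | test system = mouse IAP enzyme | signal = chemiluminescence readout | compound = DMSO-dissolved test compounds | incubation = 30 min at room temperature | benchmarks = DMSO wells, no-enzyme wells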
hIAP act – human IAP activation | purified human IAP, CDP-Star luminescence, 30 min; stronger effect = higher value; 1 = vehicle-only enzyme, 0 = enzyme-free background | activation factor at 10 µM | 330,000 tested, 0.16% active;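 active = activation factor of the enzyme at least 2-fold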; also: the source names both 10 and 20 µM as test concentration; values of inactives mirror those of a sister screen read the other way
A3A deaminase – blocks human APOBEC3A ssDNA deamination; AID 493011; recombinant A3A, FAM/TAMRA ssDNA deamination fluorescence; 330,000 tested, 0.41% active; inhibition, % at 20 µM; P31941;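 active = at least 40% inhibition at 20 µM here, with at most 30% in a related deaminase screen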;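 also: plate controls were A3A with DMSO for no effect and wells lacking A3A enzyme for full effect; some results filed as inactive read as strong as hits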
* = called active by the depositor; · = no result given.

SMILES	MPTP inh	beta cell repl	hIAP block	mIAP block	GRIN3A LBD mod	A3G deaminase	mIAP act	hIAP act	A3A deaminase
O=C(Nc1ccc(F)cc1)c1nsc(Cl)c1Cl	1.5	-2	-11	12	-4	-6	0.88	1.1	-21
COc1cccc(CNC(=O)CCC2CCCN(C(=O)c3ccc(OC)o3)C2)c1 (stereo unspecified)	1.7	-2	10	4	-1	-10	0.96	0.9	-1
CCCN(CC1CCCO1)C(=O)CCc1nnc(-c2cc(C)on2)o1 (stereo unspecified)	-1.9	-2	-10	2	-1	-5	0.97	1.1	-1
O=C(O)CCN1/C(=C/C=Nc2ccccc2)Oc2ccccc21	0.1	1	-7	1	0	-6	0.99	1.1	-2
CCCC(=O)Nc1ccc(Oc2ccc(NC(=O)CCC)cc2)cc1	1.6	0	-18	3	-1	-11	0.97	1.2	-4
Cc1ccccc1Oc1nc2c(C)cccn2c(=O)c1/C=C(\C#N)C(=O)Nc1c(C)n(C)n(-c2ccccc2)c1=O	-0.2	0	-1	4	-1	-3	0.96	1	-3
O=c1c2cn(Cc3ccc(F)cc3)c3ccc(F)cc3c-2nn1Cc1ccc(F)cc1	0.6	-4	11	5	0	-8	0.95	0.89	-1
CCOC(=O)C1(CCc2ccccc2)CCN(C(=O)CN2C(=O)CSC2=O)CC1	-0.4	1	-12	4	0	-8	0.96	1.1	-5
O=C(O)c1c(C(=O)O)c(-c2ccc(Br)cc2)n2c1CSC2	4.4	-1	4	12	14*	-8	0.88	0.96	-3
Cc1cc(SCC(=O)Nc2c(C)n(C)n(-c3ccccc3)c2=O)nc2ccccc12	-1.2	-2	-28	1	1	-2	0.99	1.3	1
CC(NC(=O)C1CCC1)c1ccc(Br)cc1 (stereo unspecified)	0.8	0	-13	-10	0	-10	1.1	1.1	-2
O=C(CCC(=O)Nc1ccccc1Cl)N/N=C/c1c[nH]c2ccccc12	-1.5	0	13	-12	3	-1	1.1	0.87	-1
O=C(O)CC(CP(=O)(c1ccccc1)c1ccccc1)C(=O)O (stereo unspecified)	1.0	0	-54	-6	4	-8	1.1	1.5	-2
Cc1ccc(NC(=S)N2CCCCC2)cc1C	1.4	-1	-12	-16	-1	-4	1.2	1.1	0
Cc1c(NC(=O)c2cc(=O)[nH]c3ccccc23)c(=O)n(-c2ccccc2)n1C	0.0	1	-3	5	0	-7	0.95	1	2
COC(=O)c1ccc(C(=O)NC2CC(C)(C)Cc3c2cnn3-c2ccc(F)cc2)nc1 (stereo unspecified)	-1.7	-2	-2	16	-2	13	0.84	1	3
Cc1noc(C)c1COc1ccc(C(=O)N2CCC(C)CC2)cc1	1.3	-3	16	6	0	-1	0.94	0.84	1
COc1ccc(NC(=O)CSCC(=O)N(C)Cc2ccc(Cl)c(Cl)c2)cc1	0.4	-4	3	-12	4	-8	1.1	0.97	-3
CC(C)(C)SCCNC(=O)c1cccc([N+](=O)[O-])c1	-0.4	2	5	5	-1	-3	0.95	0.95	-1
CC1=C(C(=O)OCC2CCCO2)C(c2coc3ccc(Cl)cc3c2=O)C2=C(CCCC2=O)N1 (stereo unspecified)	-0.8	0	17	11	-1	-7	0.89	0.83	-3
O=C(Nc1cccc(S(=O)(=O)NC2=NCCC2)c1)c1cc(=O)[nH]c2ccccc12	-2.8	0	-3	-18	0	0	1.2	1	2
CC(=O)N(C(C)=O)n1c(C)nc2sc3c(c2c1=O)CCCC3	3.2	0	-18	0	-2	-7	1	1.2	-3
O=C(c1cccc(Cl)c1)N1CCN(CCCc2ccccc2)CC1	-0.8	-1	-6	-2	0	1	1	1.1	1
O=C(CN1c2cccc3cccc(c23)S1(=O)=O)Nc1c(F)c(F)c(F)c(F)c1F	-0.1	-3	6	3	1	-6	0.97	0.94	-3
CCn1ncc2c1C(=O)NC1c3ccccc3C(=O)N21 (stereo unspecified)	0.1	-3	7	-8	1	2	1.1	0.93	1
COc1ccc(NC(=O)c2sccc2C)cn1	1.3	-3	-3	3	-3	-2	0.97	1	2
c1ccc(Cn2nnc3c(NCC4CCCO4)ncnc32)cc1 (stereo unspecified)	-0.8	-2	-10	2	0	-4	0.98	1.1	3
COCCCNc1oc(-c2cccs2)nc1S(=O)(=O)c1ccc(C)cc1	6.7	0	-2	7	1	-2	0.93	1	4
O=C(CSc1nnc(NC2CCCCC2)s1)NN1C(=O)NC2(CCCCC2)C1=O	0.0	-2	-1	-7	0	-1	1.1	1	5
O=CNCC(=O)NCCc1ccc(Cl)cc1	-0.3	-3	4	-10	1	-4	1.1	0.96	-4

Results in hIAP block, A3A deaminase and A3G deaminase, for six of the compounds above:
mol,hIAP block,A3A deaminase,A3G deaminase
O=C(CN1c2cccc3cccc(c23)S1(=O)=O)Nc1c(F)c(F)c(F)c(F)c1F,6,-3,-6
CCn1ncc2c1C(=O)NC1c3ccccc3C(=O)N21 (stereo unspecified),7,1,2
COc1ccc(NC(=O)c2sccc2C)cn1,-3,2,-2
c1ccc(Cn2nnc3c(NCC4CCCO4)ncnc32)cc1 (stereo unspecified),-10,3,-4
COCCCNc1oc(-c2cccs2)nc1S(=O)(=O)c1ccc(C)cc1,-2,4,-2
O=C(CSc1nnc(NC2CCCCC2)s1)NN1C(=O)NC2(CCCCC2)C1=O,-1,5,-1

Remaining list, next part.
SMILES	MPTP inh	beta cell repl	hIAP block	mIAP block	GRIN3A LBD mod	A3G deaminase	mIAP act	hIAP act	A3A deaminase
Cc1ccc(Cl)cc1NC(=S)N(CCCN1CCN(C)CC1)Cc1cccs1	0.6	-4	-4	-2	1	-7	1	1	0
CCc1ccccc1N(CC(=O)N1CCN(c2ccccc2)CC1)S(C)(=O)=O	0.6	0	11	5	1	-3	0.95	0.89	-2
COc1ccc(C2=C(c3ccc([N+](=O)[O-])cc3)C(=O)OC2)cc1	4.0	0	4	4	0	0	0.96	0.95	1
CC(=O)c1cn(CC(=O)Nc2ccccc2F)c2ccccc12	0.3	-4	4	-8	-1	-5	1.1	0.96	1
CC(NCc1ccccc1Cl)C(=O)Nc1ccc(C#N)cc1 (stereo unspecified)	-1.5	-2	-5	-9	1	-4	1.1	1.1	-2
CC1CCN(S(=O)(=O)c2ccc(NC(=O)CN3CCN(c4ccccc4)CC3)cc2)CC1	1.3	-2	-3	-16	-4	-1	1.2	1	5
COc1cccc(NC(=O)CCS(=O)(=O)c2cc3c(cc2Cl)NC(=O)CO3)c1	1.6	-1	-11	-2	-2	-5	1	1.1	-4
FC(F)(F)C(F)(F)c1nnc2ccc(-n3ccnc3)nn12	-0.1	1	-8	0	-1	-4	1	1.1	2
CCc1nc(N2CCCCC2C)c2oc3ccccc3c2n1 (stereo unspecified)	1.0	-6	11	2	3	-6	0.98	0.89	0
CCCC(=O)NC(Nc1ccc(S(=O)(=O)Nc2ncccn2)cc1)(C(=O)OCC)C(F)(F)F (stereo unspecified)	1.1	-4	9	-6	-1	-1	1.1	0.91	4
O=C(Nc1ccc(Cl)cc1)C1CCCCN1S(=O)(=O)c1ccccc1 (stereo unspecified)	-0.1	2	-19	-19	-4	19	1.2	1.2	36
O=C(OCC(=O)N(Cc1ccccc1)Cc1ccccc1)c1ccccc1NCCO	-0.9	-2	0	-19	3	-10	1.2	1	4
Cc1c(CCO)c(=O)n2c([nH]c3ccccc32)c1C#N	-0.7	0	14	2	0	-5	0.97	0.86	-5
CCN1C(=O)C(CC(=O)Nc2ccc(OC)cc2)N(CCc2ccc(OC)cc2)C1=S (stereo unspecified)	0.4	-6	-3	-6	-1	-1	1.1	1	2
Cc1ccc(C)c(NC(=O)c2cc(-c3ccccc3)nn2-c2ccccc2)c1	1.7	-6	17	-5	1	-6	1.1	0.83	-5
CCOCCOCCC(C(=O)OCC)P(=O)(c1ccccc1)c1ccccc1 (stereo unspecified)	-1.2	0	-37	1	-2	-4	0.99	1.4	-8
CCCN1CCN(C(=O)C(NC(=O)c2ccco2)C(C)C)CC1 (stereo unspecified)	-1.0	-2	5	2	-2	-4	0.97	0.95	0
CCc1ccc(NS(=O)(=O)c2ccc(OC)c3ncccc23)cc1	-1.4	-1	-21	0	-1	-5	1	1.2	-3
C=CCNC(=O)c1c(O)c2cccc3c2n(c1=O)CCC3	1.1	2	-7	9	-3	-8	0.91	1.1	-5
O=C(OCC(=O)N1CCCC1)c1c(Cl)cccc1Cl	1.7	0	1	-6	-2	-5	1.1	0.99	-1

Arranged by value in mIAP act (ascending): some entries from above.
Structure	mIAP act
CCOCCOCCC(C(=O)OCC)P(=O)(c1ccccc1)c1ccccc1 (stereo unspecified)	0.99
O=C(OCC(=O)N1CCCC1)c1c(Cl)cccc1Cl	1.1
O=C(OCC(=O)N(Cc1ccccc1)Cc1ccccc1)c1ccccc1NCCO	1.2

Entries shown so far that have a CF3 group (two):
SMILES	MPTP inh	beta cell repl	hIAP block	mIAP block	GRIN3A LBD mod	A3G deaminase	mIAP act	hIAP act	A3A deaminase
FC(F)(F)C(F)(F)c1nnc2ccc(-n3ccnc3)nn12	-0.1	1	-8	0	-1	-4	1	1.1	2
CCCC(=O)NC(Nc1ccc(S(=O)(=O)Nc2ncccn2)cc1)(C(=O)OCC)C(F)(F)F (stereo unspecified)	1.1	-4	9	-6	-1	-1	1.1	0.91	4

Continuation.
SMILES	MPTP inh	beta cell repl	hIAP block	mIAP block	GRIN3A LBD mod	A3G deaminase	mIAP act	hIAP act	A3A deaminase
Cc1ccc(NC(=S)Nc2cccc3cnccc23)cc1	2.0	-4	5	-2	-22	-5	1	0.95	-3
COc1ccc(OCCC(=O)Nc2nccs2)cc1	-1.2	0	23	10	-1	-5	0.9	0.77	-2
COc1cccc(-c2cc(C(=O)NCCN3CCOCC3)no2)c1	-2.2	0	3	1	1	-8	0.99	0.97	-6
Cc1c(C(=O)Nc2ccc(F)cc2)oc2ccc(S(=O)(=O)N3CC(C)CC(C)C3)cc12 (stereo unspecified)	16	-4	-13	-1	-13	-3	1	1.1	-6
COCCCNC(=S)N1CCN(c2nc(C)nc3sc4c(c23)CCCC4)CC1	0.4	-2	-9	1	-3	-2	0.99	1.1	-5
CC1CCC(NC(=O)c2ccc(COc3ccccc3)o2)CC1 (stereo unspecified)	-0.7	-5	3	-9	·	-8	1.1	0.97	4
CCOC(=O)CSc1nc2sc(C(=O)O)c(C)c2c(=O)[nH]1	-0.8	-1	20	-2	-1	-9	1	0.8	-6
CCc1nc(SCC(=O)NCCc2ccccc2)n[nH]1	-1.5	0	10	-4	1	-3	1	0.9	-2
CC(=O)OC1OCCOC1NC(=S)Nc1ccc(C)cc1 (stereo unspecified)	-0.5	-3	-14	-1	-1	-8	1	1.1	-4
CC1Cc2ccccc2N1C(=O)C1CCN(S(=O)(=O)Cc2ccccc2)CC1 (stereo unspecified)	1.0	-1	19	-7	-1	-2	1.1	0.81	1
COc1ccc(Br)cc1C(=O)Nc1nnn(C)n1	1.7	-1	4	7	-1	-4	0.93	0.96	-4
